# Abeta rescue: restores growth of yeast expressing A-beta42 peptide; yeast expressing A-beta42, growth rescue, OD600, 48 h; response scale: 0% DMSO, 100% iron-clioquinol control; Potency, µM (series often up to 46.1 µM), inactives show top-dose growth rescue, hits mostly activators; 410,000 tested, 0.063% active; also: potency is read from the fitted curve at half-maximal effect; nearly all actives have a fitted effect of over 55% in size
#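 Growth rescue measured by 600 nm absorbance after 48 h yeast culture at 30 C with compound. Values normalized between DMSO and an equimolar ferric chloride plus clioquinol control.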
# WRN helicase inh: WRN helicase (human) inhibition | Q14191 | WRN helicase unwinding, fluorescent forked duplex, kinetic | Potency, µM (series often up to 114 µM), for inactives: top-dose activity change, negative = inhibition, usual class: inhibitors | 360,000 tested, 0.46% active | AID 651768; also: potency is read from the fitted curve at half-maximal effect; % is scaled to controls: 0 for no effect and ±100 for the full control effect; nearly all actives have a fitted effect of over 55% in size
#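 WRN at 20 nM final preincubated with compound 15 min at room temperature; reaction started with 100 nM fluorophore/quencher forked duplex oligonucleotide and 2 mM ATP final. Unwinding followed kinetically by red fluorescence (ex 525, em 598 nm).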
# FUS yeast rescue: suppressors of FUS proteinopathy in yeast. S. cerevisiae FUS-expressing, growth rescue, OD600, 24 h. Potency, µM (titrated, usually from 76.6 µM), for the others: at the highest dose growth rescue (activation), usual class: activators. 390,000 tested, 0.24% active. AID 1347120;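 also: potency is read from the fitted curve at half-maximal effect; plate controls were DMSO vehicle for no effect and reference control for full effect; nearly all actives have a fitted effect of over 55% in size; some results filed as inactive show a strong effect at the top dose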
#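 S. cerevisiae expressing FUS from galactose induction served as the toxicity model. Growth after 24hr at 30C, read as absorbance at 600 nm, indicates suppression of toxicity; compounds dosed at several concentrations.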
# EPAC1 agonist: EPAC1 (human) agonism; Potency, µM (series often up to 154 µM), without a hit: top-dose activation, hits mostly activators; AID 720707; 360,000 tested, 0.073% active; EPAC1 agonist qHTS, biochemical assay; response scale: 100% = response to 6.5 mM cAMP; also: potency is read from the fitted curve at half-maximal effect; nearly all actives have a fitted effect of over 60% in size
# Target sequence (O95398 whole entry, looked up): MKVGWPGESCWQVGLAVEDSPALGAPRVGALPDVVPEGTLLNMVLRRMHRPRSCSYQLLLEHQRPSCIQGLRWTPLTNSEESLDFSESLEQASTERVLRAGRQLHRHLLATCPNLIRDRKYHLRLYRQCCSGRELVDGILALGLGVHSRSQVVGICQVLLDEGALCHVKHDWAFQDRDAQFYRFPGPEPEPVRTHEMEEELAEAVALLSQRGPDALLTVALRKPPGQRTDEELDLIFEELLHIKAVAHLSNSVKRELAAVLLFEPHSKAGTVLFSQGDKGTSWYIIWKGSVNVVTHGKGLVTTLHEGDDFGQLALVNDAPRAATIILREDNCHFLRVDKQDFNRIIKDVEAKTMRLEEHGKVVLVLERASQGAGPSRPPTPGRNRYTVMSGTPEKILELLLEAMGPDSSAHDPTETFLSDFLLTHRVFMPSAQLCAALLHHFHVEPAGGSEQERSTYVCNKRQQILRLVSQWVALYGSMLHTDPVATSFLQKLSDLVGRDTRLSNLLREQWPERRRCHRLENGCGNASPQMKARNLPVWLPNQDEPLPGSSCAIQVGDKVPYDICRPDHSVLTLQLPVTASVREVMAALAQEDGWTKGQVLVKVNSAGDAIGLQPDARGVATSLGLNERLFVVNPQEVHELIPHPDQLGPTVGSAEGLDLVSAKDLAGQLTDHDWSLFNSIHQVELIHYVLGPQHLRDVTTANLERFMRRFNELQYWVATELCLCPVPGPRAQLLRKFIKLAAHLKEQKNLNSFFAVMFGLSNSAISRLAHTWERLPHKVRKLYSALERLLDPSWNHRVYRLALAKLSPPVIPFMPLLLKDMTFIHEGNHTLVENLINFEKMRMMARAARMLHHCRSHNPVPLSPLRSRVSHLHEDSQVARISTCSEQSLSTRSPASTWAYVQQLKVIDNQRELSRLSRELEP
#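 Normalized to 6.5 mM cAMP, activity reflects EPAC1-catalysed release of BODIPY-GDP from Rap1B, followed kinetically over 30 min at 480 nm excitation, 540 nm emission. Reaction contained 100 nM EPAC1, 250 nM Rap1B-BODIPY-GDP, 50 uM GDP.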
# PLK1 PBD inh: inhibitors of human PLK1 polo-box domain binding; 360,000 tested, 2.8% active; P53350; Potency, µM, for inactives: max response, negative = inhibition, most hits filed as inhibitors; Plk1 PBD binding of FITC phosphopeptide, fluorescence polarization; AID 720504; also: potency is read from the fitted curve at half-maximal effect; series mostly up to about 57 µM; % is scaled to controls: 0 for no effect and ±100 for the full control effect; nearly all actives have a fitted effect of over 65% in size
# IL2 activator: activators of IL-2; IL-2 activation reporter assay, cell-based qHTS; stimulated with anti-CD3/CD4/CD28 beads; in transgenic mouse T cells; activation, % (series mostly up to about 46 µM); 360,000 tested, 0.065% active; AID 652025; in the data active = activation above about 50%; inconclusive = mostly about 30% to 49%; also: 0% is about no effect
#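 EGFP and DsRed fluorescence is measured by plate cytometry in unstimulated transgenic mouse T cells exposed to compound for 60 minutes, then stimulated 18 hours at 37 degrees C with anti-CD3/anti-CD4 beads plus anti-CD28.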
# PI5P4K alpha inh: PI5P4K alpha (human) kinase inhibition; max response, %; 330,000 tested, 1.2% active; PI5P4Kalpha enzyme, ADP-Glo luminescence, 60 min; hits give low values; AID 652105; active = max response of -50% or lower; inconclusive = between -30% and -50%; inactive = -30% or higher; also: value at the top dose of about 77 µM; % is scaled to controls: 0 for no effect and ±100 for the full control effect
#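 Enzyme plus substrate dispensed, test compounds pinned in, then ATP (5 microM final) added. After 60 min at RT, ADP-Glo reagent 1 for 45 min and reagent 2 for 30 min preceded luminescence imaging.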
# EPAC1 antagonist: EPAC1 (human) antagonism; O95398; EPAC1 GEF assay, Rap1b-BODIPY-GDP exchange fluorescence; Potency, µM (doses to about 115 µM), inactives show at the top dose activity change, negative = inhibition, most hits filed as inhibitors; 360,000 tested, 0.14% active;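 also: potency is read from the fitted curve at half-maximal effect; plate controls were vehicle for no effect and positive control for full effect; nearly all actives have a fitted effect of over 50% in size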
# Active calls of the source: *; u = inconclusive; x = not tested or not shown; [ ] = another dose, or the depositor's remark. Unless noted, calls follow the shape of the dose curve; as a rule, active = well fitted curve in the direction sought with a large enough effect; inconclusive = small, poorly fitted or top-dose-only effect, or another doubt; inactive = no such curve, though single readings can be large; an effect the other way counts as inactive or inconclusive.
SMILES,Abeta rescue,WRN helicase inh,FUS yeast rescue,EPAC1 agonist,PLK1 PBD inh,IL2 activator,PI5P4K alpha inh,EPAC1 antagonist
Cc1cc(NC(=O)CCN2C(=O)/C(=C\c3ccccc3Cl)SC2=S)no1,-13%,0%,7%,-11%,3%,0.1,-3,10%
Cc1noc(NS(=O)(=O)c2ccc(NC(=O)c3cnc4scc(C)n4c3=O)cc2)c1C,-2%,-10%,-4%,-4%,-10%,-3.6,0,-9%
CC(C)CN(C(=O)COC(=O)Cn1cnc2ccccc2c1=O)C1CCS(=O)(=O)C1 (stereo unspecified),-2%,-5%,8%,5%,-16%,-1.9,-4,-16%
C=CCNC(=S)NCc1ccccc1,u,-4%,-5%,-4%,-2%,0.9,1,-5%
COc1ccc(S(=O)(=O)Nc2nccs2)cc1OC,2%,-10%,12%,-8%,-20%,-0.2,1,-5%
O=[N+]([O-])c1cccnc1Oc1cccnc1,23%,-27%,6%,0%,-6%,0.4,8,-26%
COc1ccccc1CNC(=O)Cn1nc(C(F)(F)F)cc1C,9%,2%,16%,1%,-5%,-0.6,-3,10%
CC(=O)N(C)c1ccc(NC(=S)NC(=O)/C=C/c2ccco2)cc1,16%,-10%[57.1 µM],35µM*,3%,-13%,-4.7,-28,12%
Cc1ccc(C(=O)Nc2ccc(Cl)cn2)cc1S(=O)(=O)N1CCOCC1,-8%,-2%,15%,4%,-6%,-3.1,-3,-3%
Cc1ccc(C(=O)Nc2cccc(N(C)S(C)(=O)=O)c2)cc1S(=O)(=O)Nc1ccccc1,-8%,-24%,35µM*,4%,-2%,2.8,x,-5%
Cc1ccc2nc3ccc(N4CCN(C)CC4)nn3c(=O)c2c1,7%,-7%,x,4%,-2%,-0.9,-3,9%
CCc1ccc(NC(=O)COc2ccc3c(c2)OCO3)cc1,-9%,0%,-3%,4%,-5%,-2.7,5,0%
CCOC(=O)C1=C[C@]2(CC)CCCN3CCc4c(n1c1ccccc41)[C@@H]32,-9%,1%,-27%,-28%,-17%,-0.3,4,-2%
Cc1nnc(NC(=O)CN2CC(C)OC(C)C2)s1 (stereo unspecified),6%,8%,3%,-4%,-2%,-0.6,0,-2%
CCCC(=O)Nc1ccc(NC(=O)c2cc3ccccc3o2)c(OC)c1,1%,11%,17%,-10%,-16%,-2.4,-5,-8%
CC(=O)c1cccc(NC(=O)c2onc(C)c2Cl)c1,0%,1%,-5%,5%,-4%,-3.0,-2,3%
Cc1ncc(CO)c(/C=N/NC(=S)Nc2ccc(C(C)C)cc2)c1O,-6%,-8%,9%,16%,12µM*,-0.2,-17,-20%
CCCCc1cc(=O)oc2cc(OC(C)C(=O)NCCN3CCOCC3)ccc12 (stereo unspecified),-8%,3%,-25%,9%,-8%,-0.7,0,4%
COc1cccc(NC(=O)CN2C(=O)COc3ccc(Cl)cc32)c1,1%,5%,12%,-12%,2%,1.6,-4,-13%
Cc1ccccc1-c1nnn(CC(=O)NC(=O)NC2CCCC2)n1,5%,-8%,x,-1%,8%,-5.1,9,-7%
COc1ccc(CC(=O)NNC(=O)CSc2ccc(C)cc2)cc1,0%,6%,-2%,7%,-1%,3.3,9,-13%
COc1ccccc1CC(=O)c1ccccc1OC,-9%,5%,18%,2%,1%,-0.4,8,-14%
Cc1ccccc1N1C(=O)CC1(C#N)c1ccc(OCc2ccccc2)cc1 (stereo unspecified),8%,-1%,23%,11%,10%,-4.1,-7,-15%
CC(=O)Oc1ccc2c(=O)c(Oc3ccccc3)c(C)oc2c1OC(C)=O,17%,-24%,8%,-9%,-20%,0.0,-21,-21%
CN1CCN(c2ccc(S(=O)(=O)N3CCCCC3)cc2NC(=O)c2ccc(C#N)cc2)CC1,15%,-15%,-13%,1%,-5%,-0.1,2,-16%

# One compound at a time, as listed above:
# CCOC(=O)C1=C[C@]2(CC)CCCN3CCc4c(n1c1ccccc41)[C@@H]32 is listed with Abeta rescue: -9%; WRN helicase inh: 1%; FUS yeast rescue: -27%; EPAC1 agonist: -28%; PLK1 PBD inh: -17%; IL2 activator: -0.3; PI5P4K alpha inh: 4; EPAC1 antagonist: -2%
# CC(=O)N(C)c1ccc(NC(=S)NC(=O)/C=C/c2ccco2)cc1 is listed with Abeta rescue: 16%; WRN helicase inh: -10%[57.1 µM]; FUS yeast rescue: 35µM*; EPAC1 agonist: 3%; PLK1 PBD inh: -13%; IL2 activator: -4.7; PI5P4K alpha inh: -28; EPAC1 antagonist: 12%

# Copied from the list:
# C=CCNC(=S)NCc1ccccc1 – WRN helicase inh: -4%
# COc1ccc(S(=O)(=O)Nc2nccs2)cc1OC – Abeta rescue: 2%
# CC(C)CN(C(=O)COC(=O)Cn1cnc2ccccc2c1=O)C1CCS(=O)(=O)C1 (stereo unspecified) – EPAC1 agonist: 5%
# CCCCc1cc(=O)oc2cc(OC(C)C(=O)NCCN3CCOCC3)ccc12 (stereo unspecified) – WRN helicase inh: 3%
# O=[N+]([O-])c1cccnc1Oc1cccnc1 – EPAC1 agonist: 0%

# Following part.
SMILES,Abeta rescue,WRN helicase inh,FUS yeast rescue,EPAC1 agonist,PLK1 PBD inh,IL2 activator,PI5P4K alpha inh,EPAC1 antagonist
CCN1CCN(C(=O)C2CCN(S(=O)(=O)c3cc(Cl)ccc3Cl)CC2)CC1,-3%,3%,4%,-1%,1%,-1.1,4,7%
CCc1ccc(S(=O)(=O)ON2C(=O)c3ccccc3C2=O)cc1,-18%,u,14%,0%,8.4µM*,1.9,-23,11%
Cc1ccc(NC(=S)NCc2cccs2)c(C)c1,u,-6%,-2%,u,-10%,1.0,0,21%
CC(C)OCC1CC(CC(=O)Nc2ccc([N+](=O)[O-])cc2)C(=O)O1 (stereo unspecified),6%,-4%,-3%,-5%,-5%,-0.2,-5,7%
CCOc1ccc(-n2cnnn2)cc1S(=O)(=O)Nc1c(C)cccc1C,19%,-3%,-1%,6%,-4%,-0.4,x,2%
O=CNc1cc2c(cc1Br)-c1ccccc1C2O (stereo unspecified),11%,-12%,-8%,-2%,3%,0.5,-7,-6%
COc1ccccc1NS(=O)(=O)c1cccc(C(=O)N/N=C/c2ccc3c(c2)OCCO3)c1,6%,-22%,x,10%,-2%,-0.6,6,-13%
COCCN(C(=O)c1cc(-c2ccco2)nc2ccccc12)c1c(N)n(Cc2ccccc2)c(=O)[nH]c1=O,-10%,u,16%,12%,u,0.7,-84*,-12%
c1ccc(-c2nc(N3CCCCCC3)c3ccccc3n2)nc1,22%,-29%,7%,-2%,-5%,-0.3,-3,0%
N#C/C(=C1/CCCN1)c1ccccn1,-5%,4%,19%,2%,-3%,-1.7,x,2%
O=C(/C=C/c1c(Cl)nc2ccccn12)N1CCCCC1,-18%,-1%,22%,0%,-9%,-3.4,3,-2%
CCOC1=CC2=C(C(=O)C(Cl)=CC2=O)[C@@H]2CN(S(=O)(=O)c3ccc(C)cc3)[C@@H](c3ccccc3)[C@H]12,-8%,-21%,u,-5%,6.7µM*,-0.7,-107*,56µM*
Cc1cccc(C)c1NC(=O)Cn1c(=O)n(CCCC(=O)NC2CCN(Cc3ccccc3)CC2)c(=O)c2ccccc21,5%,-4%,-1%,1%,-4%,-4.9,-5,-3%
O=C(CC1NCCc2ccccc21)Nc1ccccc1Cl (stereo unspecified),-3%,1%,9%,-2%,-4%,2.1,0,-3%
CN(c1ccccc1)c1nc(N)c(C#N)c(CC#N)c1C#N,15%,-4%,-1%,2%,-4%,-3.3,0,-14%
COc1ccccc1N1CCN(C(=O)CCc2nnc3ccc(N4CCOCC4)nn23)CC1,1%,0%,2%,7%,-28%,-1.4,3,-24%
CC1=C(C(=O)N2CCOCC2)C(c2c(C)cc(C)cc2C)NC(=S)N1 (stereo unspecified),-13%,4%,29%,4%,-17%,-0.3,-7,14%
CC(C)Cn1c2c(c(O)c(C(=O)Nc3nc4ccccc4s3)c1=O)CCCC2,17%,1%,2%,7%,-12%,0.0,-8,-4%
Cc1cc(C)cc(-c2nnc(SCC(=O)c3ccc4c(c3)OCCO4)o2)c1,14%,-2%,14%,3%,-8%,0.1,x,5%
COc1ccc(CN(C)[C@H]2C[C@H]3c4[nH]c5ccccc5c4CCN3C[C@H]2[C@H](C)O)cc1,6%,3%,5%,-14%,-8%,-1.5,3,0%
C=CCn1c(N2C(=O)CC(Cc3ccccc3)C2=O)nc2ccccc21 (stereo unspecified),3%,-16%,-8%,0%,1%,1.7,1,6%
CCCCCC(=C/c1ccccc1)/C=N/Nc1ccc(S(=O)(=O)N2CCOCC2)cc1[N+](=O)[O-],-3%,9%,-7%,-1%,-12%,-0.4,-10,-3%
COc1ccc2c(c1)cc(C)c1nnc(SCC(=O)N(C)c3nc(-c4ccccc4)cs3)n12,13%,-3%,24%,5%,-12%,-3.2,-2,0%
Cc1cc(C)cc(C(=O)NCCC(=O)NCc2cc(=O)n(C)c(=O)n2C)c1,-17%,1%,5%,4%,-10%,-3.6,-1,12%
CN(CC(=O)Nc1ccccc1C(F)(F)F)C(=O)CSc1nnc(-c2ccncc2)n1C,-2%,3%,5%,-3%,1%,0.1,-3,-6%
CN1CCN(c2ccc(CNC(=O)c3cc4ccccc4o3)cc2)CC1,-3%,15%,5%,-3%,-5%,1.8,-3,10%
O=S(=O)(NCC(O)c1ccccc1)c1cc(Cl)sc1Cl (stereo unspecified),15%,7%,39%,-8%,-2%,-2.7,-2,-25%
NC(=O)C1(c2ccccc2)CCOCC1,7%[9.22 µM],-4%,-55%,0%,0%,-1.4,-4,1%
O=[N+]([O-])c1ccc2[nH]c(=S)[nH]c2c1,-6%,7%,-1%,0%,27µM*,0.7,0,1%

# Grouped by structure: the compounds so far with a CF3 group
SMILES,Abeta rescue,WRN helicase inh,FUS yeast rescue,EPAC1 agonist,PLK1 PBD inh,IL2 activator,PI5P4K alpha inh,EPAC1 antagonist
COc1ccccc1CNC(=O)Cn1nc(C(F)(F)F)cc1C,9%,2%,16%,1%,-5%,-0.6,-3,10%
CN(CC(=O)Nc1ccccc1C(F)(F)F)C(=O)CSc1nnc(-c2ccncc2)n1C,-2%,3%,5%,-3%,1%,0.1,-3,-6%

# Assay outcomes deposited in PubChem by National Center for Advancing Translational Sciences (NCATS).
